Screening data from PubChem BioAssay.
SR-BI DiI-HDL act = SR-BI HDL lipid transfer activation; CHO ldlA[mSR-BI] cells, DiI-HDL uptake fluorescence, 3 h; 100 = double the neutral-control signal; activation, % at 12.5 µM; 320,000 compounds, 0.096% hits;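 active = mean replicate activation of at least 60% and every replicate at or above 60%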;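 note: 0% = median plate neutral-control signal and 100% = twice that signal; values of inactives mirror those of a sister screen read the other way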
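Assay system: CHO ldlA[mSR-BI] cells, LDL receptor-null, SR-BI overexpressing; medium: Ham's F12 with 0.5% BSA, HEPES 25 mM, pH 7.4; also added: DiI-HDL 10 µg/mL; timing: 3 h uptake period with compound, 37 °C; signal: DiI fluorescence, bottom read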
NSD2 HMT inh = NSD2 (human) methyltransferase inhibition; O96028; NSD2 peptide methylation, AlphaScreen, 120 min; inhibition, % at 12.5 µM; 310,000 compounds, 0.54% hits; AID 743445; in the data active = inhibition above about 50%
CDK5 inh = CDK5/p35 (human) kinase inhibition; inhibition, % at 10 µM; 330,000 compounds, 0.01% hits; Q00535+Q15078; Recombinant CDK5/p35, ADP-Glo luminescence, 60 min;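 active = highest replicate inhibition of at least 50% and at least 75% of replicates reaching 50%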;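 note: plate controls were DMSO neutral control for no effect and GW8510 at 10 µM for full effect; many of its hits are not listed in these tables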
Target sequence (Q00535 whole entry, looked up): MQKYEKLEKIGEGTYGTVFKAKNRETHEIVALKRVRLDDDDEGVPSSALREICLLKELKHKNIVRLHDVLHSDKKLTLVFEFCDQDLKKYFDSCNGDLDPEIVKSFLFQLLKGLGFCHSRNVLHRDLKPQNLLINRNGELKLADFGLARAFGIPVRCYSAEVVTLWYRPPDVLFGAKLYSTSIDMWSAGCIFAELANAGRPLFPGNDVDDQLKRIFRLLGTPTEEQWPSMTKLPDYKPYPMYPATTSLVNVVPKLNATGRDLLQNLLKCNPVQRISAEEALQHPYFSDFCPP
Target sequence (Q15078 whole entry, looked up): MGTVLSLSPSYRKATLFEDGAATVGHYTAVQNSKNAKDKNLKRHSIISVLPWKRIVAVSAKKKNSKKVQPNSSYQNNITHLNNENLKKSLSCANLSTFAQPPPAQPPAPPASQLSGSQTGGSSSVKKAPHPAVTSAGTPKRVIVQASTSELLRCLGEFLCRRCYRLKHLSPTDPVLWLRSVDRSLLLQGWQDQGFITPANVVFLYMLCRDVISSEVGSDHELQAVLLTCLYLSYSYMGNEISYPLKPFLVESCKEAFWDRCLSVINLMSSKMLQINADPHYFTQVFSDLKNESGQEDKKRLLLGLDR
SR-BI HDL uptake = mouse SR-BI HDL lipid transfer inhibition | Q61009 | ldlA[mSR-BI] CHO cells, DiI-HDL uptake fluorescence, 3 h | inhibition, % at 12.5 µM | 320,000 compounds, 0.96% hits;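 active = mean replicate inhibition of at least 70% and a set share of replicates each scoring 70 or more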;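 note: 0% = median of neutral control wells and 100% = median of positive control wells; values of inactives mirror those of a sister screen read the other way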
PKA-R2B activ = activators of human PKA-R2B complex | PKA-R2B holoenzyme dissociation, Cy5-IP20 fluorescence polarization; R2B truncated from residue 108, S112A mutant; 0% DMSO only, 100% 113 µM cGMP | 340,000 compounds, 0.079% hits | P22694+P31323 | activation, % at 11.4 µM;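 active = activation above a cutoff set at the mean over all compounds plus 3 SD, cut at about 18% in these data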;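 note: higher means more holoenzyme dissociation and a rise in polarization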
MITF act = MITF TRPM1 promoter activation in melanoma cells; 300,000 compounds, 0.75% hits; SK-MEL-5 TRPM1-promoter luciferase, 24 h; % of positive control, neutral wells = 0; activation, % at 12.5 µM; AID 588334;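 active = mean activation of at least 80% with every replicate also reaching 80%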;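 note: 0% = neutral control wells and 100% = parthenolide positive control wells; values of inactives mirror those of a sister screen read the other way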
DSG3 Ab inh = human desmoglein-3 autoantibody binding inhibition. 310,000 compounds, 0.48% hits. DSG3-coupled beads, scFv-anti-DSG3-GFP binding, flow cytometry; active compounds read low. binding (percent of control), % at 10 µM;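 active = binding more than 3 SD below its plate's average and above zero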;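 note: hits lower antibody fragment binding to DSG3; some compounds called inactive have numbers as strong as hits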
Arr AP2 block = human beta-arrestin and AP2 interaction inhibition; FITC-arrestin peptide / GST-AP2 beads, flow cytometry; AP2 beta2 appendage carries R879A mutation; inhibition, % at 10 µM; 340,000 compounds, 0.31% hits;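 active = inhibition above a set limit, near 3 SD of compounds lacking own fluorescence, cut at about 54% in these data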;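 note: plate controls were DMSO wells for no effect and 5 µM unlabelled arrestin peptide for full effect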
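Test system: GST-tagged AP2 beta2-adaptin appendage (R879A) on 4 µm glutathione beads; also added: fluorescein-tagged arrestin peptide at 50 nM final; timing: 12 min plus 1 h, RT; signal: flow cytometry, FL1 (488/535 nm); read-out: percent drop in bead-associated FITC signal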
PKA-R1A activ = activators of PKA-R1A complex; PKA-R1A dissociation, Cy5-IP20 fluorescence polarization; scaled: DMSO 0%, 113 µM cGMP 100%; activation, % at 11.4 µM; 340,000 compounds, 0.083% hits; AID 504707;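 active = percent activation above the mean of all tested compounds plus 3 SD, cut at about 19% in these data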;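 note: higher means more PKAc released from R1A so a rise in polarization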
dFosB act = enhances mouse delta FosB homodimer DNA binding | P13346 | purified delta FosB, TAMRA-CDK5 oligo fluorescence polarization; percent of positive-control signal above neutral wells | activation, % at 25 µM | 340,000 compounds, 0.99% hits | AID 493131;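 active = mean activation above about 17%, with every replicate also reaching it, limit read from the data, passing the limit was not always enough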;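 note: fluorescence polarization rise as delta FosB binds a TAMRA Cdk5 AP-1 oligo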
Target sequence (P13346 whole entry, looked up): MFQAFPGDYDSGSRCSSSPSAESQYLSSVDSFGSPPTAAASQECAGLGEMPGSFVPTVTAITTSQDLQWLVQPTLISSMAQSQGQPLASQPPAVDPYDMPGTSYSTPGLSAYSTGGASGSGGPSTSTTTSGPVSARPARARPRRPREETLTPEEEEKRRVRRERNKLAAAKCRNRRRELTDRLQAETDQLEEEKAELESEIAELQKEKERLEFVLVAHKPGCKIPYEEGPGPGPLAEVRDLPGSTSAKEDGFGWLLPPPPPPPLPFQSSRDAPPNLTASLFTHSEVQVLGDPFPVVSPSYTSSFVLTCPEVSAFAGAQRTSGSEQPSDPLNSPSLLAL
SUMO Mot1 rescue = SUMOylation pathway inhibition by Mot1-301 growth rescue; S. cerevisiae Mot1-301 growth rescue, ATP luminescence, 38.5C; percent above DMSO median, 100 means doubled; growth rescue, % at 18.8 µM; 320,000 compounds, 1% hits; AID 2716;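 active = every valid replicate shows activation above 250% relative to neutral control wells; inactive = the rest, any valid replicate at or below 250%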;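 note: OY570 slx delta 5 strain wells were the positive control but not used for scaling; some compounds called inactive have numbers as strong as hits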
Active calls of the source: *; nt = not tested or not shown.

SMILES | SR-BI DiI-HDL act | NSD2 HMT inh | CDK5 inh | SR-BI HDL uptake | PKA-R2B activ | MITF act | DSG3 Ab inh | Arr AP2 block | PKA-R1A activ | dFosB act | SUMO Mot1 rescue
CCCCNC(=O)C1CCC(CNS(=O)(=O)c2ccc(NC(C)=O)cc2)CC1 (centres undefined) | 10 | 1 | -7.7 | -10 | -9 | -3 | 104 | 1 | -7 | 2 | 16
Nc1ccc(C(=O)Nc2ccc3cc(S(=O)(=O)O)ccc3c2)cc1 | 13 | 2 | 0.8 | -13 | 5 | 32 | 118 | -5 | 1 | 4 | nt
NNC(=O)C(Cc1cnc[nH]1)NC(=O)OCc1ccccc1 (centres undefined) | nt | -1 | -0.8 | nt | -1 | 0 | 95 | -11 | 2 | 2 | 105
CC(=O)Nc1cccc(NCC(=O)Nc2cc(S(=O)(=O)N3CCCCC3)ccc2Cl)c1 | -3 | 1 | -4.0 | 3 | -1 | -2 | 130 | -2 | -1 | -3 | 5
COC(=O)c1cccc(NC(=O)CSc2nc(=O)cc(N)n2-c2ccccc2)c1 | -13 | 1 | 0.4 | 13 | -3 | -8 | 100 | 23 | -4 | -20 | -25
O=C(OCC(=O)N1CCCC1)c1ccc(Cl)nc1 | 15 | -4 | 1.0 | -15 | 2 | 5 | nt | 18 | -3 | -1 | nt
COC(=O)c1cc(NC(=O)c2cccc(C(F)(F)F)c2)c(=O)oc1C/C=N/OCc1cccc(Cl)c1Cl | -11 | 0 | 0.4 | 11 | -9 | -15 | nt | 2 | -14 | -5 | 0
O=C(N/N=C/c1ccc([N+](=O)[O-])cc1)c1[nH]ncc1Br | 2 | 0 | 1.0 | -2 | -2 | 63 | 59* | 19 | -8 | 2 | -8
COc1ccc(/C=C/c2ccncc2)cc1 | 19 | -1 | 1.6 | -19 | -1 | 74 | nt | 11 | -11 | 2 | 25
CSc1nsc(SCC(=O)Nc2cccc(C(=O)O)c2)n1 | 0 | -2 | 2.3 | 0 | -16 | 5 | 97 | 9 | 5 | -3 | 782*
Cc1ccc(S(=O)(=O)Nc2cc(C(=O)Nc3cc(C)cc(C)c3)ccc2Cl)cc1 | 5 | 27 | -0.5 | -5 | -2 | -3 | nt | -4 | -7 | 1 | 632
CC(NC(=O)CSc1nnc(COc2ccccc2)o1)c1ccccc1 (centres undefined) | -7 | -3 | -0.8 | 7 | 2 | 9 | 102 | -1 | 0 | -7 | 207
COC(=O)c1cnc(Oc2ccc(NC(=O)NC(=O)c3ccccc3Cl)cc2)cc1C(F)(F)F | nt | 0 | -0.5 | nt | -14 | nt | nt | -3 | -8 | -3 | 18
COc1c2c(cc(O)c1C(C)=O)OC(C)(C)C=C2 | -4 | 0 | 0.7 | 4 | 0 | 7 | 115 | 14 | 2 | -1 | nt
O=Cc1ccccc1OCc1ccc2c(c1)OCO2 | 8 | -1 | 6.9 | -8 | 3 | nt | 95 | 3 | -7 | -3 | 102
COc1ccccc1NS(=O)(=O)c1cc(N)ccc1N1CCOCC1 | -5 | -7 | -0.9 | 5 | -2 | 16 | 97 | -8 | 2 | -8 | 0
CSc1ccc(S(=O)(=O)Nc2ccc3c(c2)NC(=O)CC3)cc1 | 11 | 1 | 1.9 | -11 | -5 | -14 | 107 | -7 | -16 | -13 | -19
Cc1ccc(-c2cc(C(=O)NCC(c3ccccc3)N(C)C)c3ccccc3n2)o1 (centres undefined) | -13 | -1 | 0.0 | 13 | 2 | 0 | 93 | 35 | 1 | -17 | -11
CCOc1ccccc1NC(=O)N1CCC(c2nc3ccc(C)cc3[nH]2)CC1 | -21 | -1 | 0.7 | 21 | -4 | -14 | 103 | 8 | -2 | -13 | 5
CCCN1CCN(C(c2cc3cc(OCC)ccc3[nH]c2=O)c2nnnn2C2CCCCC2)CC1 (centres undefined) | 34 | 3 | -0.1 | -34 | -2 | -2 | 101 | -5 | -5 | -10 | 3
CC(C)(C)NC(=O)NC(=O)COC(=O)CCC1CCCCC1 | 20 | 1 | 1.1 | -20 | -16 | 4 | 80 | 4 | 14 | -13 | 5
COc1ccc(C2C(C#N)=C(N)Oc3cc(O)ccc32)cc1C (centres undefined) | -81 | 7 | 0.5 | 81* | 9 | nt | 119 | 6 | -7 | -5 | -15
CCC(=Nc1ccccc1O)C1=C(O)CC(c2ccccc2)CC1=O (centres undefined) | 6 | 10 | -3.3 | -6 | 4 | -17 | 93 | 2 | -8 | -10 | 53
CN(Cc1cccc(Cl)c1Cl)C(=O)c1ccc(NC(=O)CC#N)cc1 | -11 | 5 | -1.6 | 11 | -14 | -6 | 96 | -5 | 2 | -7 | -13
Fc1ccc(Oc2nc(-c3ccccc3)nnc2C(F)(F)F)cc1 | 30 | 3 | -2.6 | -30 | 12 | -5 | nt | 25 | -2 | -1 | -4

Given with each value named: part of the list above.
Cc1ccc(-c2cc(C(=O)NCC(c3ccccc3)N(C)C)c3ccccc3n2)o1 (centres undefined)
  SR-BI DiI-HDL act = -13; NSD2 HMT inh = -1; CDK5 inh = 0.0; SR-BI HDL uptake = 13; PKA-R2B activ = 2; MITF act = 0; DSG3 Ab inh = 93; Arr AP2 block = 35; PKA-R1A activ = 1; dFosB act = -17; SUMO Mot1 rescue = -11

CCOc1ccccc1NC(=O)N1CCC(c2nc3ccc(C)cc3[nH]2)CC1
  SR-BI DiI-HDL act = -21; NSD2 HMT inh = -1; CDK5 inh = 0.7; SR-BI HDL uptake = 21; PKA-R2B activ = -4; MITF act = -14; DSG3 Ab inh = 103; Arr AP2 block = 8; PKA-R1A activ = -2; dFosB act = -13; SUMO Mot1 rescue = 5

One compound at a time, from the list above. Values in the order: SR-BI DiI-HDL act, NSD2 HMT inh, CDK5 inh, SR-BI HDL uptake, PKA-R2B activ, MITF act, DSG3 Ab inh, Arr AP2 block, PKA-R1A activ, dFosB act, SUMO Mot1 rescue
CC(NC(=O)CSc1nnc(COc2ccccc2)o1)c1ccccc1 (centres undefined) is listed with -7, -3, -0.8, 7, 2, 9, 102, -1, 0, -7, 207
CSc1ccc(S(=O)(=O)Nc2ccc3c(c2)NC(=O)CC3)cc1 is listed with 11, 1, 1.9, -11, -5, -14, 107, -7, -16, -13, -19
CCCN1CCN(C(c2cc3cc(OCC)ccc3[nH]c2=O)c2nnnn2C2CCCCC2)CC1 (centres undefined) is listed with 34, 3, -0.1, -34, -2, -2, 101, -5, -5, -10, 3
CC(=O)Nc1cccc(NCC(=O)Nc2cc(S(=O)(=O)N3CCCCC3)ccc2Cl)c1 is listed with -3, 1, -4.0, 3, -1, -2, 130, -2, -1, -3, 5
COc1ccc(/C=C/c2ccncc2)cc1 is listed with 19, -1, 1.6, -19, -1, 74, nt, 11, -11, 2, 25

Next compounds
SMILES | SR-BI DiI-HDL act | NSD2 HMT inh | CDK5 inh | SR-BI HDL uptake | PKA-R2B activ | MITF act | DSG3 Ab inh | Arr AP2 block | PKA-R1A activ | dFosB act | SUMO Mot1 rescue
COCCn1c(Cc2ccccc2)nnc1SCc1ccc([N+](=O)[O-])cc1 | 13 | 0 | -3.7 | -13 | -6 | 5 | nt | -5 | -12 | -6 | 14
COc1ccc(-c2nnc(SCC(=O)Nc3ncc(C)s3)n2-c2ccccc2)cc1OC | -43 | 0 | 0.4 | 43 | -3 | -20 | 100 | -3 | 3 | 0 | -28
C1=Cc2ccccc2Nc2ccccc21 | nt | 22 | 1.2 | nt | -1 | 0 | 92 | 44 | -8 | 1 | 47
CN(Cc1c(C(=O)N(C)Cc2ccccc2)nc2ccccn12)CC1Cc2ccccc2O1 (centres undefined) | 2 | 2 | -4.8 | 7 | -13 | -5 | 105 | -1 | -3 | -12 | 245
COc1cccc(-n2c(C)nc3c(cnn3-c3ccc(C)cc3)c2=O)c1 | -9 | 1 | -0.1 | 9 | -4 | 0 | 98 | 20 | -11 | -8 | 1
CCn1c(=O)cc(OCC(=O)NCc2cccnc2)c2ccccc21 | 28 | nt | -1.6 | -28 | -2 | -5 | 114 | -7 | -6 | -4 | 472
Cc1ccc(S(=O)(=O)Nc2ccccc2F)cc1C(=O)NNC(=O)c1ccccc1O | -8 | 0 | 1.5 | 8 | 6 | -11 | 97 | -8 | 0 | -1 | -18
O=c1c2c(-c3ccccc3)ccnc2[nH]n1-c1ccccc1 | 20 | 3 | 0.0 | -20 | -7 | 12 | 95 | 9 | 1 | -1 | -11
CCOc1ccc(S(=O)(=O)NCCC(=O)N2CCN(c3ccc(OC)cc3)CC2)cc1 | -22 | -2 | -0.2 | 22 | 0 | 4 | 100 | 11 | -11 | -11 | -1
Cc1cccc(N2N=C(C(=O)Nc3ccc(Cl)c(S(=O)(=O)N4CCOCC4)c3)CCC2=O)c1 | -23 | 27 | 1.0 | 23 | -7 | -2 | 95 | -3 | -13 | -19 | -2
O=c1[nH]c(=S)[nH]c2sccc12 | 6 | 0 | 10 | -6 | -2 | 4 | 109 | 23 | 0 | 0 | -1
COc1cccc(OCc2cc(C(=O)N(C)Cc3nc(C)cs3)no2)c1 | -2 | -2 | -1.2 | 2 | 2 | 74 | 106 | 9 | -8 | -8 | -6
COCCNC(=O)c1c(N)n(-c2cccc(C)c2)c2nc3ccccc3nc12 | -37 | 0 | -0.3 | 37 | 1 | -13 | 104 | 0 | -7 | 6 | -11
Cc1[nH]nc2c1C(c1ccsc1)C(C#N)=C(N)O2 (centres undefined) | nt | 4 | 0.7 | nt | -2 | -13 | 85 | 12 | -1 | 0 | -10
C[C@H](CO)N1C[C@H](C)[C@@H](CN(C)Cc2ccccc2)Oc2ccc(NC(=O)Cn3cnnn3)cc2C1=O | 30 | nt | -0.8 | -30 | -1 | 4 | 107 | -15 | 3 | -10 | -4
O=C(CCCC1=NS(=O)(=O)c2ccccc2N1)N1CCN(c2ccc(Cl)cc2)CC1 | 20 | nt | -0.5 | -20 | 0 | 9 | 102 | 14 | 4 | -3 | 10
COc1ccc(CCN2C(=O)C(C)=C(C)C2=O)cc1OC | 21 | 0 | 0.5 | -21 | 5 | nt | 119 | 9 | 3 | -2 | -9
COc1ccc(NC(C)=O)cc1NC(=O)C1CCCN1C(=O)c1cccs1 (centres undefined) | 4 | -2 | 0.3 | -4 | 0 | 3 | 106 | -7 | -5 | 1 | nt
CCOc1ccc(N(C)S(=O)(=O)c2csc(C(N)=O)c2)cc1 | -8 | 2 | 0.7 | 8 | -12 | 2 | 89 | -7 | 2 | 1 | -9
